# Source: PubChem (several laboratories)
# CDK5 p35 inh = inhibitors of human CDK5/p35 kinase, primary screen, biochemical, single concentration; Cyclin-dependent kinase 5 (Homo sapiens) + Cyclin-dependent kinase 5 activator 1 (Homo …; Recombinant CDK5/p35, ADP-Glo luminescence, 60 min; inhibition, % at 10 µM; hit rate 0.01% among 330,000; AID 488839, 2010;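 active means highest replicate inhibition of at least 50% and at least 75% of replicates reaching 50%; inconclusive means only one of the two criteria met; inactive means both criteria failed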;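 further: plate controls were DMSO neutral control for no effect and GW8510 at 10 µM for full effect; many of its hits are not listed in these tables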
# CAL PDZ FP-1 = untagged CAL PDZ binding inhibitors, primary screen, biochemical, fluorescence polarization, HTS. hit rate 0.92% among 300,000. AID 602252, 2012. inhibition, % at 24.9 µM. Golgi-associated PDZ and coiled-coil motif-containing protein (Homo sapiens), Q9HD26. purified CAL PDZ, TMR-peptide fluorescence polarization, 1 h;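 active means mean inhibition of at least 30% with at least half of replicates also reaching 30%; inconclusive means no clear call, values can overlap the other calls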;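 further: 0% = DMSO neutral control and 100% = excess unlabeled competitor peptide PRC23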
# Rtt109 HAT inh = inhibitors of C. albicans Rtt109/Vps75 HAT, primary screen, biochemical, ThioGlo CoA-SH fluorescence, plate reader. AID 540336, 2011. inhibition, % at 34.9 µM. Histone acetyltransferase RTT109 (Candida albicans (strain SC5314 / ATCC MYA-2876)), …. purified Rtt109/Vps75, 4 h. hit rate 0.16% among 330,000;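 active means inhibition of at least 50% in every replicate; inconclusive means best replicate reaches 50% inhibition but some replicates fall short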
# Target sequence (Q5AAJ8 whole entry, looked up): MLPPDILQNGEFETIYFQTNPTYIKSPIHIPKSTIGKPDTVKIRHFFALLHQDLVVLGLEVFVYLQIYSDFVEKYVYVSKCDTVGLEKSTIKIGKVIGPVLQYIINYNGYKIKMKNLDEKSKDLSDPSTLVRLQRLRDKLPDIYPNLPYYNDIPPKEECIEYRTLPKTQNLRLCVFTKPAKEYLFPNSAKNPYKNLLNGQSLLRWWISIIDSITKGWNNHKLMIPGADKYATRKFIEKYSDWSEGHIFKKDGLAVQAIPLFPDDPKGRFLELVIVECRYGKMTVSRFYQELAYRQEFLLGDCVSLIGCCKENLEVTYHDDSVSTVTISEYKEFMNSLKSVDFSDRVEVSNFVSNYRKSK
# cardiac RTF act = cardiac RTF calcium sensitivity activators, primary screen, biochemical, IANBD-TnC fluorescence, EC20 calcium. Troponin I, cardiac muscle (Homo sapiens) + Troponin T, cardiac muscle (Homo sapiens) + …. IANBD-labeled TnC RTF fluorescence at EC20 calcium; 0% EC20 calcium, 100% full calcium. activation, % at 7.2 µM. hit rate 0.24% among 340,000. AID 493008, 2010;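 active means activation above the mean over all tested compounds plus 3 SD, cut at about 30% in these data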;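 further: rise in fluorescence read as greater calcium sensitivity of cardiac thin filaments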
# V-ATPase pH = regulators of yeast V-ATPase proton pumping, primary screen, pHLuorin cytosolic pH fluorescence; S. cerevisiae; response, % at 10 µM; hit rate 0.37% among 350,000; in the data active means response mostly above about 7.3%, no sharp cut-off; inactive means mostly below about 5.4%; further: actives read high; inactives centre near 0; some compounds called inactive have numbers as strong as hits
# CAL PDZ FP-2 = CAL PDZ peptide-binding inhibitors, primary screen, biochemical, fluorescence polarization, Cer-tagged CAL PDZ, HTS. purified CAL PDZ, TMR-peptide fluorescence polarization, 1 h. inhibition, % at 20 µM. hit rate 0.02% among 330,000. AID 504414, 2011;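 active means highest replicate inhibition of at least 40%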;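 further: plate controls were DMSO neutral control wells for no effect and unlabeled competitor peptide control wells for full effect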
#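 Material: tagged CAL PDZ protein CerCALP, purified; buffer or medium: sodium phosphate/NaCl buffer pH 7.4 with TCEP, IgG, Thesit; also added: fluorescent TMR peptide probe; schedule: 1 h incubation at room temperature before polarization reading; technique: fluorescence polarization from S- and P-plane intensities, G-factor corrected; control set: unlabelled peptide and DMSO controls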
# dFosB activator = activators of delta FosB homodimer, primary screen, biochemical, fluorescence polarization, TAMRA-CDK5 oligo, single point. Protein FosB (Mus musculus), P13346. purified delta FosB; percent of positive-control signal above neutral wells. activation, % at 25 µM. hit rate 0.99% among 340,000. AID 493131, 2011;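 active means mean activation above about 17%, with every replicate also reaching it, limit read from the data, passing the limit was not always enough; inconclusive means only one of the two conditions met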;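 further: fluorescence polarization rise as delta FosB binds a TAMRA Cdk5 AP-1 oligo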
# Target sequence (P13346 whole entry, looked up): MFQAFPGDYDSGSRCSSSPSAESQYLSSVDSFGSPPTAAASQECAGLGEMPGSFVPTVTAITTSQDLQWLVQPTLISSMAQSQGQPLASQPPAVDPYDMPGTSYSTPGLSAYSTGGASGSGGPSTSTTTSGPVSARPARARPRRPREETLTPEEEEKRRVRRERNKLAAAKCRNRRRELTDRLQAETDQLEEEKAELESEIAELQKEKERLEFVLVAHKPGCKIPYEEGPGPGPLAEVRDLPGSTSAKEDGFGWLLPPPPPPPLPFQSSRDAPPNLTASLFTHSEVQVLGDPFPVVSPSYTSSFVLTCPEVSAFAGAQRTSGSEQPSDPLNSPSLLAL
# MITF act = activators of MITF-driven TRPM1 promoter reporter, primary screen, cell-based, SK-MEL-5, luciferase, single point. SK-MEL-5 TRPM1-promoter luciferase, 24 h; % of positive control, neutral wells = 0. activation, % at 12.5 µM. hit rate 0.75% among 300,000. AID 588334, 2011;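 active means mean activation of at least 80% with every replicate also reaching 80%; inconclusive means mean reaches 80% but some replicate falls short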;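 further: 0% = neutral control wells and 100% = parthenolide positive control wells; values of inactives mirror those of a sister screen read the other way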
# Tat transport = E. coli Tat export inhibitors, primary screen, MC4100, TorA-mCherry reporter, fluorescence, single point; hit rate 0.036% among 340,000; inhibition, % at 10 µM; AID 488895, 2010;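 active means mean replicate inhibition at least 50% and at least half of replicates individually reaching 50%; inconclusive means only one of the two criteria met; inactive means neither criterion met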;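 further: exported cargo escapes ClpAP degradation while cytoplasmic cargo is degraded and loses fluorescence; 0% = median of neutral control wells and 100% = median of NaSCN control wells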
# Wnt act = Wnt/beta-catenin pathway activators, primary screen, cell-based, plate reader, single point | Wnt/beta-catenin reporter cell assay, activator | activation, % at 9.35 µM | hit rate 1.2% among 300,000 | AID 743398, 2014; in the data active means activation above about 30%, passing the limit was not always enough; inconclusive means no clear call, values can overlap the other calls;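 further: 0% = neutral control wells and 100% = positive control wells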
# * marks the source's active call; other numbers are inactive results; ? = inconclusive; . = no result given.
SMILES,CDK5 p35 inh,CAL PDZ FP-1,Rtt109 HAT inh,cardiac RTF act,V-ATPase pH,CAL PDZ FP-2,dFosB activator,MITF act,Tat transport,Wnt act
COCCCNC(=O)Cn1c(=O)n(Cc2ccccc2Cl)c(=O)c2cc(OC)c(OC)cc21,0.9,7.6,13.4,1.1,0.5,-0.7,5.3,-14.3,-0.3,0.5
CCCCn1c(N)c(N(Cc2ccccc2)C(=O)COc2ccccc2F)c(=O)[nH]c1=O,-0.6,-4.0,.,-2.3,0.0,-1.0,3.5,6.1,3.0,-0.6
CN(C(=O)c1cccc(NC(=O)Cc2ccccc2)c1)c1ccccc1,-0.3,-1.7,3.8,-0.8,4.5,.,-11.2,-4.6,10.6,-0.9
CC(=O)NC(Cc1ccc(C)cc1)C(=O)NC1CCN(c2ncccc2[N+](=O)[O-])CC1 (stereo unspecified),1.5,0.7,10.9,-2.2,-3.7,0.2,12.1,5.9,-0.1,-2.1
CSc1cc(-c2ccc(Cl)cc2)n(Cc2ccccc2)c(=O)c1C#N,0.5,2.6,5.6,2.0,3.4,-0.5,5.3,-11.7,2.1,-1.2
CCOC(=O)c1c(C)sc(Sc2ccc(Cl)cc2[N+](=O)[O-])c1OC,1.0,-17.5,11.1,-1.5,-0.6,0.0,-5.4,-1.6,0.5,.
Fc1ccc(-c2nnc(CSc3nnc(-c4ccc5c(c4)OCO5)o3)o2)cc1,-1.9,-1.1,8.5,1.3,-0.9,-1.0,-3.0,4.3,-1.0,2.4
Cc1ccc2c(c1)N(CC(=O)NCCC1=CCCCC1)C(=O)c1cccnc1O2,0.2,.,10.3,2.4,1.5,-0.3,-10.0,3.1,0.5,-4.6
COc1cccc(C2=NOC(C(=O)Nc3cc(OC)c(OC)c(OC)c3)C2)c1 (stereo unspecified),0.7,-4.1,2.1,-2.0,3.8,-3.2,-3.8,-5.8,-0.3,.
O=c1c2[nH]c3cccc(Cl)c3c2ncn1Cc1ccco1,-4.0,0.1,-6.7,-3.0,4.0,-2.1,-0.1,0.7,-8.0,-2.4
COCCNS(=O)(=O)c1cccn1-c1ncc(C(F)(F)F)cc1Cl,-1.1,3.7,-2.2,-3.1,-1.9,0.2,-4.6,-9.4,-4.4,.
COc1ccc2cc(C(=O)C3CCCN(C(=O)CCc4cnn(C)c4)C3)ccc2c1 (stereo unspecified),1.1,3.2,-5.9,-6.3,1.9,-1.4,-13.3,34.5,-1.6,?
CCOc1ccc(C(=O)NCC(=O)OCC(=O)c2ccc3c(c2)-c2ccccc2C3)cc1,-0.6,-11.6,-7.7,-4.7,0.7,-1.8,-25.0,22.6,11.7,-0.3
CN(CC(=O)Nc1ccc(Cl)cc1)C(=O)c1cccc(S(=O)(=O)N2CCN(Cc3ccccc3)CC2)c1,0.0,-4.1,-5.7,-3.0,1.3,-1.2,-16.6,-17.6,3.6,-3.2
CSc1cccc(NC(=O)c2c(Cl)cnn2C)c1,-0.3,0.1,-0.5,-4.8,-0.6,-1.1,-2.9,8.9,-3.4,1.0

# The last 3 records of the part before open the next one.
SMILES,CDK5 p35 inh,CAL PDZ FP-1,Rtt109 HAT inh,cardiac RTF act,V-ATPase pH,CAL PDZ FP-2,dFosB activator,MITF act,Tat transport,Wnt act
CCOc1ccc(C(=O)NCC(=O)OCC(=O)c2ccc3c(c2)-c2ccccc2C3)cc1,-0.6,-11.6,-7.7,-4.7,0.7,-1.8,-25.0,22.6,11.7,-0.3
CN(CC(=O)Nc1ccc(Cl)cc1)C(=O)c1cccc(S(=O)(=O)N2CCN(Cc3ccccc3)CC2)c1,0.0,-4.1,-5.7,-3.0,1.3,-1.2,-16.6,-17.6,3.6,-3.2
CSc1cccc(NC(=O)c2c(Cl)cnn2C)c1,-0.3,0.1,-0.5,-4.8,-0.6,-1.1,-2.9,8.9,-3.4,1.0
CC1CCN(CCC(=O)Nc2ccc3c(c2)CCC3)CC1,-1.4,-4.4,1.9,8.5,-0.4,-3.0,7.7,5.4,-8.0,.
Cc1ccc(C#N)c(SCc2ccccc2[N+](=O)[O-])n1,0.3,-0.9,-2.0,-2.5,4.5,-0.4,0.5,17.6,-6.2,-1.3
CC(=O)c1cccc(OCc2cc(C(=O)N3CCC(N4CCCCC4)CC3)no2)c1,1.0,-0.4,1.8,6.4,-0.6,-1.7,-3.4,2.8,-4.2,-3.3
CCOC(=O)c1[nH]c2ccccc2c1NC(=O)CN(C)C,-0.9,-4.4,-14.6,2.4,-0.7,-0.6,-7.4,-7.0,6.0,-2.0
O=C(O)CCn1c(SCc2cccc3ccccc23)nc2ccccc21,-0.9,-0.1,-7.6,2.5,-3.7,-1.9,-6.0,.,-6.0,.
COc1cc(/C(C)=N/NC(=O)CSc2nc3ccccc3[nH]2)ccc1O,-0.3,-7.0,1.1,2.9,0.3,-0.8,-5.3,-0.5,2.6,-1.4
CCC(=O)Oc1ccc2c(C)cc(=O)oc2c1C,0.5,-2.9,-2.8,8.4,3.1,-2.5,-7.7,.,3.5,-1.5
CCN1CCc2nc3sc(C(=O)Nc4cccnc4Cl)c(N)c3cc2C1,1.8,-5.3,-13.7,1.1,-0.5,0.9,-9.8,8.3,23.9,-0.7
C=CCOC(=O)C1=C[C@H](c2ccccc2)[C@@H](CCCO)[C@H](OCC)O1,-0.5,-1.0,-6.4,-3.9,2.1,-0.6,10.0,-6.9,-9.6,-1.1
O=C(CN1C(=O)c2cccc3cccc1c23)N1CCN(c2cccc(Cl)c2)CC1,1.0,-1.3,-7.0,-1.8,0.7,-1.1,-1.8,-1.0,-11.5,.
O=C(O)/C=C\C(=O)Nc1ccc(N2CCN(c3ccc(Cl)c(Cl)c3)CC2)cc1,-0.5,-4.1,-0.9,-3.8,-1.8,1.4,-7.0,-13.5,-2.4,-3.9
Cc1[nH]c(=O)[nH]c(=O)c1NC(=O)c1cccs1,-0.2,1.0,4.9,1.8,-1.0,-0.6,-2.6,3.0,0.3,.
COCCNC(=O)C/C(C)=N/NC(=O)C(=O)NC1CCCCC1,-1.8,0.0,-4.5,2.3,1.3,.,-3.0,3.3,-4.9,-0.7
Cc1ccc(Nc2cc(C(=O)NCCCN3CCOCC3)c3ccccc3n2)cc1C,.,-2.9,14.9,4.2,-4.7,-2.1,-2.0,26.9,3.8,5.5
CC#CC[N+](C)(C)CCCCCCCCCCCC,0.2,4.3,25.1,-1.5,4.8,-1.3,3.9,-64.6,-12.7,-4.4

# Entries above with a COOH group (2):
SMILES,CDK5 p35 inh,CAL PDZ FP-1,Rtt109 HAT inh,cardiac RTF act,V-ATPase pH,CAL PDZ FP-2,dFosB activator,MITF act,Tat transport,Wnt act
O=C(O)CCn1c(SCc2cccc3ccccc23)nc2ccccc21,-0.9,-0.1,-7.6,2.5,-3.7,-1.9,-6.0,.,-6.0,.
O=C(O)/C=C\C(=O)Nc1ccc(N2CCN(c3ccc(Cl)c(Cl)c3)CC2)cc1,-0.5,-4.1,-0.9,-3.8,-1.8,1.4,-7.0,-13.5,-2.4,-3.9

# Other compounds follow.
SMILES,CDK5 p35 inh,CAL PDZ FP-1,Rtt109 HAT inh,cardiac RTF act,V-ATPase pH,CAL PDZ FP-2,dFosB activator,MITF act,Tat transport,Wnt act
COc1cc(C(=O)Nc2nnc(C)s2)cc(OC)c1OC,1.4,.,0.8,-1.6,1.7,0.0,-17.9,.,-3.4,1.5
C/C(=N\Nc1cc(C(F)(F)F)ccc1Cl)c1ccncc1,-0.3,-7.1,1.1,-4.2,0.3,-2.7,-3.9,3.9,8.5,1.8
Cc1cc(Br)c2c(c1)=C(c1sc(N3CCCCCC3)nc1O)C(=O)N=2,-0.2,-1.9,2.6,-4.1,-1.1,-0.5,3.2,27.3,10.3,.
c1ccc(N=Nc2ccc3cccccc2-3)cc1,0.7,.,2.7,4.8,0.4,-0.8,4.9,.,-6.0,0.1
O=C(COc1ccccc1)NCC(=O)N1CCCCCC1,-1.0,.,0.4,4.2,7.8,0.5,-9.7,-1.9,-0.3,4.0
O=C(O)c1ccc(Cn2c(=S)[nH]c3cc(Cl)ccc3c2=O)cc1,1.1,0.2,-4.6,-3.7,-3.0,0.7,0.9,.,5.9,0.2
Cc1ccc(C(=O)NCCCNC(=O)c2ccco2)cn1,0.8,-1.8,-5.0,-4.8,0.4,-1.6,4.6,3.4,-1.1,1.7
CC(OC(=O)CNC(=O)C1CCCCC1)C(=O)NCc1ccccc1 (stereo unspecified),2.0,7.4,-2.9,6.2,3.9,-1.0,-11.7,1.2,-2.1,-5.8
COc1ccccc1NC(=O)c1nnn(Cc2ccccc2)c1NC(C)=O,0.1,-0.4,3.2,2.3,-2.4,0.0,10.4,.,3.0,.
OC(CNCc1ccccc1F)(c1ccc(F)cc1)c1ccc(F)cc1,-3.3,-5.6,0.2,-4.5,0.3,-0.6,-0.6,16.3,-6.3,0.1
CC(NC(=O)COC(=O)c1cc(=O)c2ccccc2o1)c1ccccc1 (stereo unspecified),1.7,.,-2.7,1.5,2.3,-0.7,3.3,4.6,-6.4,-4.3
CC(=O)Nc1ccc(OCCC[n+]2ccccc2)cc1,-0.4,-1.5,-0.5,-9.4,-1.9,0.0,5.8,1.4,-4.1,-1.4
Cc1ccc(N/N=C(\C#N)C(=N)N2CCCCC2)cc1,0.7,-4.2,-9.9,6.0,1.6,-1.1,-3.6,50.2,0.8,1.6
COc1ccccc1NC(=O)COC(=O)c1c[nH]c2ccccc12,-5.7,-3.1,5.2,-4.2,3.6,-2.7,-6.0,8.1,-14.2,1.0
CNc1ccccc1C(=O)OCC(=O)c1ccccc1,-0.7,-1.4,-2.9,2.3,-0.7,0.4,0.0,64.2,-1.9,.
CCOC(=O)N1CCN(c2ncc(C(F)(F)F)cc2Cl)CC1,-0.9,3.4,21.1,0.6,6.8,-0.3,-10.7,7.2,-10.3,-1.8
CCN1CCN(c2nc3sc4c(c3c(=O)n2-c2ccc(OC)cc2)CCCCC4)CC1,-0.9,-1.4,-0.2,-4.0,-6.0,-0.4,-5.7,0.7,-9.0,-2.4
